Screens as filed in PubChem BioAssay.
EphB4 ephrin blk = blocks human EphB4 binding to ephrin-B2; P54760; inhibition, % at 7 µM; actives 0.15% (n = 97,000); AID 720; EphB4 LBD / TNYL-RAW-Alexa532 peptide, fluorescence polarization;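 active means inhibition above the screen-wide mean inhibition plus 3 SD, cut at about 15% in these data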;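 further: 0% = DMSO wells and 100% = excess unlabeled TNYL-RAW peptide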
CYP2C19 act = increases human CYP2C19 enzyme activity. P33261. activation factor at 5 µM. recombinant CYP2C19, luciferin-H EGE luminescence; stronger effect = higher value; 0 = fully inhibited enzyme, 1 = untreated enzyme. AID 1025. 96,000 tested, under 10 active;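 active means activation factor of at least 2 at 5 µM in the primary screen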;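 further: 0 = wells with 2.5 mM tranylcypromine and 1 = vehicle-only wells; values of inactives mirror those of a sister screen read the other way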
Target sequence (P33261 whole entry, looked up): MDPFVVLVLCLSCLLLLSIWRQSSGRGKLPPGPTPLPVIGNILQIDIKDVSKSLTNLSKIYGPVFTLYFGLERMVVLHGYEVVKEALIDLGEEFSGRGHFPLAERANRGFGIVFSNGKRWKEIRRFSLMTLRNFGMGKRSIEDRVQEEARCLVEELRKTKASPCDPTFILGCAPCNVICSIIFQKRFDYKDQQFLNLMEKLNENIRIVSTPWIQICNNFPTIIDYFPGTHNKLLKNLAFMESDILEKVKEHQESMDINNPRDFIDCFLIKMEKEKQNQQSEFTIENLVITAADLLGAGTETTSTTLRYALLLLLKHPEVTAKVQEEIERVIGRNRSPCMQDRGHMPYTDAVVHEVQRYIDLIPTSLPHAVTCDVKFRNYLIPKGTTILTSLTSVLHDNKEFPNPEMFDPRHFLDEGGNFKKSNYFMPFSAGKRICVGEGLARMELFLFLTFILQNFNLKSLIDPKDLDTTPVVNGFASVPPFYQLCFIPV
PLAP activator = activators of human placental alkaline phosphatase; purified PLAP enzyme, luminescent substrate read-out; stronger effect = higher value; AID 696; actives 1.2% (n = 96,000); activation fold at 20 µM; P05187; in the data active means activation fold above about 2
Target sequence (P05187 whole entry, looked up): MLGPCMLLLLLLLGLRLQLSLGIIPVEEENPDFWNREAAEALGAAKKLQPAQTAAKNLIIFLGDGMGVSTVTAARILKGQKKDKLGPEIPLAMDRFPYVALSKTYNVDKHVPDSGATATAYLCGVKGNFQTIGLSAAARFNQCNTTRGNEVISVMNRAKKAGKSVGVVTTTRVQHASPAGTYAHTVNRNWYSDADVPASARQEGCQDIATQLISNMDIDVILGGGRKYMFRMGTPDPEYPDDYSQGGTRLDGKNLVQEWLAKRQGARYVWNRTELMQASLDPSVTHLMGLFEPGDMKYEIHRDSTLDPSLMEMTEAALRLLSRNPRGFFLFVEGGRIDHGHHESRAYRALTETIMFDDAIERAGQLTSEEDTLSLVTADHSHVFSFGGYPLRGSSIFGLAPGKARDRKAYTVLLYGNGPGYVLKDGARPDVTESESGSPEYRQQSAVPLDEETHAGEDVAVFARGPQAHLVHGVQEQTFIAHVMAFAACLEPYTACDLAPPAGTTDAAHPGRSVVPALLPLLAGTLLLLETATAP
CYP2C9 inh = blocks human cytochrome P450 2C9; P11712; CYP2C9 Supersomes, luciferin-H conversion, luminescence; inhibition, % at 5 µM; actives 20% (n = 96,000);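 active means blocking of liver enzyme CYP2C9 beyond about 50% at 5 µM, limit read from the data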; further: values of inactives mirror those of a sister screen read the other way
Plk1 PBD FP = Plk1 (human) PBD binding inhibition | P53350 | Plk1 PBD phosphopeptide binding, fluorescence polarization | inhibition, %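 (tested at about 20 µM)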 | actives 0.13% (n = 97,000) | AID 693; in the data active means inhibition above about 34%, passing the limit was not always enough
CYP2C9 activ = activators of human CYP2C9. recombinant CYP2C9, luciferin-H conversion, luminescence; stronger effect = higher value; factor 1 = untreated enzyme, 0 = blocked. activation factor at 5 µM. actives 1.4% (n = 96,000). P11712;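 active means activation factor of 2 or more for CYP2C9 at a 5 µM dose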;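 further: 0 = sulfaphenazole-blocked wells and 1 = vehicle-only wells; values of inactives mirror those of a sister screen read the other way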
HIV Rev-RRE inh = disrupts HIV-1 Rev binding to RRE RNA; P05866; Rev peptide-RRE RNA binding, FRET; inhibition, % at 8 µM; actives 0.79% (n = 97,000); AID 704;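 active means inhibition above the screen-wide mean plus 3 SD, cut at about 35% in these data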;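 further: 0% = median DMSO wells and 100% = median Neomycin B control wells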
Target sequence (P05866 whole entry, looked up): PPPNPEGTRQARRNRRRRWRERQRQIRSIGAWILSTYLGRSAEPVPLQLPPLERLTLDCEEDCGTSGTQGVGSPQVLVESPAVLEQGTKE
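assay system = Cy5-tagged RRE RNA duplex with fluorescein-tagged Rev peptide | incubation = 5 + 15 min at 25 °C | also added = labelled Rev peptide | measure = % inhibition of FRET ratio versus controls | benchmarks = DMSO wells as 0% and neomycin B wells as 100% inhibition | measured by = FRET fluorescence readout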
PLK1 inh = blocks human PLK1 kinase activity | P53350 | recombinant PLK1 kinase, TR-FRET peptide phosphorylation | inhibition, % at 10 µM | actives 0.53% (n = 97,000);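 active means inhibition of 50% or more in the single-concentration screen; inactive means inhibition below 50%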;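 further: 0% = DMSO max control and 100% = H-89 dihydrochloride min control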
CYP2C19 inh = human CYP2C19 inhibition; P33261; CYP2C19 Supersomes, luciferin-H EGE luminescence, 30 min; inhibition, % at 5 µM; actives 21% (n = 96,000);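 active means CYP2C19 inhibition above a set limit at 5 µM in the primary screen, cut at about 50% in these data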;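 further: plate controls were negative control wells for no effect and 2.5 mM tranylcypromine positive control for full effect; values of inactives mirror those of a sister screen read the other way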
* hit, by the source's call; x = not tested or not shown.

SMILES	EphB4 ephrin blk	CYP2C19 act	PLAP activator	CYP2C9 inh	Plk1 PBD FP	CYP2C9 activ	HIV Rev-RRE inh	PLK1 inh	CYP2C19 inh
O=C(CSc1nc2ccccc2nc1SCC(=O)N1CCCCC1)N1CCCCC1	3	0.8	1.1	95*	-19	0	4	5	20
COc1ccc(-n2c(=O)[nH]cc(C(=O)Nc3ccccc3)c2=O)cc1	8	1.1	1.1	18	-11	0.8	6	10	-12
CCn1c2ccccc2c2cc(/C=N/n3cnnc3)ccc21	-6	0	1.5	74*	-17	0.3	11	-13	97*
Cc1cccc(NC(=O)C2C(c3ccccc3)C2(Cl)Cl)c1C (stereo unspecified)	0	0.9	0.9	-10	-20	1.1	7	-13	10
O=C(Cc1ccccc1)NC1CCN(C(=O)NCc2ccccc2)CC1	-2	1.1	0.9	-6	-12	1.1	7	-4	-14
CCc1cc2c(N3CCN(c4nnc(CC)s4)CC3)ncnc2s1	7	0.5	1.2	60*	-5	0.4	7	-8	52*
COc1ccccc1C(=O)Oc1ccc(C(C)(C)C)cc1	-2	1	0.9	-2	17	1	12	-2	-2
CC1=Nn2c(nnc2-c2ccccn2)SC1	-8	1	1	-4	7	1	5	-4	0
COc1ccc(C(=O)Nc2nnc(Cc3cccs3)s2)cc1OC	2	0.9	1	-5	8	1.1	-4	-52	6
Cc1csc(NC(=O)C2CCCN2C(=O)Oc2ccccc2)n1 (stereo unspecified)	x	0.9	0.9	6	x	0.9	x	x	12
CS(=O)(=O)N(CC(=O)N1CCCC1)c1cccc(Cl)c1	x	0.4	0.9	6	x	0.9	x	x	57*
Cc1ccc(S(=O)(=O)N(CC(O)CN2CCOCC2)c2cc(Cl)ccc2Cl)cc1 (stereo unspecified)	1	0.5	1.5	18	-16	0.8	6	-6	54*
Cc1cc(C)cc(NC(=O)c2ccccc2CC[N+](=O)[O-])c1	3	0.8	1	-4	-10	1	6	-4	20
CCn1c(=O)n(CC)c2cc(S(=O)(=O)N3CCC(c4ccccc4)CC3)ccc21	7	0.7	0.8	68*	-23	0.3	10	4	33
CCCC(=O)C1=C(O)C(C(=O)OC)C(C)(C)CC1=Nc1ccccc1 (stereo unspecified)	-3	0.1	0.8	82*	21	0.2	4	-9	87*
O=C(CN1C(=O)c2ccccc2C1=O)Nc1ccccc1C(=O)N1CCCC1	-5	1	1	-4	-3	1	-2	-10	5
CC(=O)c1ccc2c(c1)Nc1ccccc1S2	x	0.9	0.9	57*	x	0.4	x	x	12
COCCNC(=O)CN1CCC(NC(=O)C(C)(C)C)CC1	-5	1	1	2	-19	1	3	1	-2
CCOC(=O)C1C(=O)CC(C)(O)C(C(=O)OCC)C1c1cccs1 (stereo unspecified)	-1	1	0.9	1	-5	1	-2	-3	2
Fc1ccccc1CN1CCCCCCC1	-5	0.7	1.1	9	-16	0.9	11	-2	34
CC1CC(C)CN(C(=O)c2ccc3c(c2)N(Cc2ccccc2)CCS3)C1 (stereo unspecified)	2	0.7	1.3	11	11	0.9	0	-18	34
Cc1cccc(C)c1NC(=O)C(NC(=O)c1ccccn1)c1ccc([N+](=O)[O-])cc1 (stereo unspecified)	0	1	1.1	-13	-6	1.1	4	-11	2
CN1c2ccccc2N(C)C1c1ccc2c(c1)OCO2	-5	0.9	1	-2	0	1	-1	-13	5
Cc1ccc(NC(=O)CN(C)S(=O)(=O)c2cccc3nsnc23)cc1C	4	0.7	1	78*	0	0.2	3	5	35

3 entries drawn at random from those above, as already listed:
SMILES	EphB4 ephrin blk	CYP2C19 act	PLAP activator	CYP2C9 inh	Plk1 PBD FP	CYP2C9 activ	HIV Rev-RRE inh	PLK1 inh	CYP2C19 inh
CCn1c2ccccc2c2cc(/C=N/n3cnnc3)ccc21	-6	0	1.5	74*	-17	0.3	11	-13	97*
CCCC(=O)C1=C(O)C(C(=O)OC)C(C)(C)CC1=Nc1ccccc1 (stereo unspecified)	-3	0.1	0.8	82*	21	0.2	4	-9	87*
Cc1ccc(S(=O)(=O)N(CC(O)CN2CCOCC2)c2cc(Cl)ccc2Cl)cc1 (stereo unspecified)	1	0.5	1.5	18	-16	0.8	6	-6	54*

(cont.)
SMILES	EphB4 ephrin blk	CYP2C19 act	PLAP activator	CYP2C9 inh	Plk1 PBD FP	CYP2C9 activ	HIV Rev-RRE inh	PLK1 inh	CYP2C19 inh
CC(CN1CCN(c2ccccc2)CC1)c1ccccc1 (stereo unspecified)	-8	0.7	1.1	8	0	0.9	-3	-14	31
CCC(C(=O)NC1CCCC1)N(C(=O)Cn1nnc(-c2ccc(C)cc2)n1)C1CCCC1 (stereo unspecified)	-10	x	x	x	5	x	2	0	x
CCOc1cc(CN2CCN(c3cccc(C(F)(F)F)c3)CC2)ccc1OC	0	0.7	1.7	41	-11	0.6	18	-6	28
COC(=O)c1c(CSc2ccc(Cl)cc2)noc1C(=O)NCc1ccco1	6	1	1	9	23	0.9	16	-7	0
c1cncc(-c2noc(-c3ccco3)n2)c1	3	0.8	1.1	6	-33	0.9	11	-10	24
CCOC(=O)/C(=N\NC(=O)c1ccccc1)c1ccccc1	-2	0.8	1	28	16	0.7	0	-9	22
CC(C)N(CCc1ccncc1)C(=O)Nc1ccc(F)cc1	-10	0	0.9	87*	-4	0.1	-2	-1	97*
Cc1ccc(NC(=S)NCCN2CCOCC2)cc1	-10	0.8	0.8	-12	16	1.1	0	-4	23
OC(COc1cccc(OCC(O)CN2CCCC2)c1)CN1CCCC1 (stereo unspecified)	-1	1	1.2	16	-14	0.8	6	-13	0
CC(C)CC(N=C1NC(C)(C)Cc2ccccc21)C(=O)O (stereo unspecified)	1	x	x	x	-20	x	5	-9	x
C/C(Cl)=C\Cn1c(N2CCCCCC2)nc2c1c(=O)n(C)c(=O)n2C	1	0.5	1.2	85*	10	0.1	1	-17	47
CC(=O)Nc1ccc(N/C=C/C(=O)c2ccco2)cc1	-2	0.9	0.8	-7	1	1.1	12	-3	6
COc1cc(C(=O)OCC(=O)N(C)Cc2ccccc2)cc(OC)c1OC	-4	x	x	x	-14	x	-1	-4	x
Cc1nc2[nH]c(=O)c3c(n2n1)NC1=C(C(=O)CC(C)(C)C1)C3c1ccccc1 (stereo unspecified)	0	1	1.1	67*	-33	0.3	2	-7	0
Cn1c2ccccc2c2cc(C(=O)OCC(=O)N3CC(=O)Nc4ccccc43)sc21	11	0.1	1.1	-104	-32	2*	10	-18	86*
Cc1sc2ncn(CC(=O)NCCc3ccccc3)c(=O)c2c1C	-5	1	1.2	6	22	0.9	1	-2	0
CCc1ccc(C(=O)NC2CCCCC2)s1	x	1	1	-11	x	1.1	x	x	4
COc1cc(C(=O)OC2CCN(C)CC2)cc(OC)c1OC	2	0.9	1.2	2	-10	1	6	-11	6
CCN(CCCNC(=O)CC(C(=O)N1CCc2ccccc21)n1ccnc1)c1ccccc1 (stereo unspecified)	-5	0.1	1.5	32	-9	0.7	-3	-11	94*
COC(=O)C(C(=O)Nc1cccc(C)n1)C1CCCCCC1 (stereo unspecified)	-3	0.2	1.1	33	19	0.7	2	-21	81*
CC(=O)Nc1cccc(C(=O)N2CCN(Cc3ccccc3)CC2)c1	-1	0	1	13	-16	0.9	5	7	96*
CCOc1ccc(C(C)=O)cc1Cn1nc(C(=O)O)c2ccccc2c1=O	-4	1	1.2	5	7	0.9	1	-10	2
Cc1cc(C)cc(N2C(=O)CC(n3ccnc3)C2=O)c1 (stereo unspecified)	2	0.7	1.1	1	2	1	7	-7	34
Cc1ccccc1Cn1nc(C)c(NC(=O)c2cc(-c3cccs3)on2)c1C	5	1	0.8	34	-10	0.7	10	-2	2
O=C(O)C1(P(=O)(c2ccccc2)c2ccccc2)CCC1	x	1	1.3	1	x	1	x	x	-3
CC1CCCCC12NC(=O)N(CC(=O)Nc1sc3c(c1C(N)=O)CCC3)C2=O (stereo unspecified)	-7	0.8	1.9	70*	-4	0.3	12	-6	23
CCSc1nnc(NC(=O)Cc2ccccc2OC)s1	2	0.6	0.9	42	3	0.6	-1	-15	36
CCOC(=O)C1=c2/c(=C/c3ccccc3OC)c(N)c(C#N)n2C(=O)C(c2ccccc2OC)S1 (stereo unspecified)	-3	1	0.8	4	7	1	11	-35	5
Cc1ccc2cc(CCNS(=O)(=O)c3ccc(F)cc3)c(=O)[nH]c2c1	x	0.9	1.1	3	x	1	x	x	6
CC(C)CCn1nnnc1C(c1ccccc1)N1CCN(C)CC1 (stereo unspecified)	x	1	1	10	x	0.9	x	x	-4
c1ccc(-c2nn3c(-c4ccccc4)nnc3s2)cc1	x	0.5	0.8	29	x	0.7	x	x	46
CCOC(=O)Cn1c(CN(C)Cc2ccccc2)nc2c1c(=O)n(C)c(=O)n2C	2	x	x	x	-2	x	7	-12	x
O=S(=O)(/N=C/c1ccccc1O)c1cccs1	0	1	1	-2	-20	1	9	-12	-2
Cc1ccc2nc(N3C(=O)C(O)=C(C(=O)c4cc5ccccc5o4)C3c3cccs3)sc2c1 (stereo unspecified)	9	1.2	1.1	-8	-17	1.1	13	-10	-19
Clc1cccc(Cl)c1/C=C/c1nc2ccccc2[nH]1	-4	0.7	0.9	84*	-12	0.2	2	-19	32
COc1cc2c(cc1OC)C(C(=O)NCC1COc3ccccc3O1)C(c1cccnc1)N(C)C2=O (stereo unspecified)	x	0.8	1.4	-3	x	1	x	x	17

Entries of single compounds, looked up by structure. Values in the order: EphB4 ephrin blk | CYP2C19 act | PLAP activator | CYP2C9 inh | Plk1 PBD FP | CYP2C9 activ | HIV Rev-RRE inh | PLK1 inh | CYP2C19 inh
Profile of COCCNC(=O)CN1CCC(NC(=O)C(C)(C)C)CC1 = -5 | 1 | 1 | 2 | -19 | 1 | 3 | 1 | -2
Profile of CC1=Nn2c(nnc2-c2ccccn2)SC1 = -8 | 1 | 1 | -4 | 7 | 1 | 5 | -4 | 0

Other entries
SMILES	EphB4 ephrin blk	CYP2C19 act	PLAP activator	CYP2C9 inh	Plk1 PBD FP	CYP2C9 activ	HIV Rev-RRE inh	PLK1 inh	CYP2C19 inh
Cc1noc(NS(=O)(=O)c2ccc(N/C=C\C(=O)c3ccc4c(c3)OCO4)cc2)c1C	0	1	1.1	0	-18	1	6	4	-4
Cc1cccc(C(=O)NC(=S)Nc2ccc(S(=O)(=O)N(C)c3ccccc3)cc2)c1	-2	0.7	1	66*	-4	0.3	-1	-4	31
COc1ccccc1OCc1csc(NC(=O)c2ccco2)n1	x	0.6	1.1	3	x	1	x	x	39
Cc1nn(C)c(C)c1S(=O)(=O)N1CCc2ccccc21	4	0.6	1.1	-33	-13	1.3	7	-2	43
CCc1ccc(OCC(=O)N(C)C2CCS(=O)(=O)C2)cc1 (stereo unspecified)	-2	0.8	1.3	-26	14	1.3	-2	-7	20
CC1CCCCN1S(=O)(=O)c1ccc(C(=O)Nc2sccc2C(N)=O)cc1 (stereo unspecified)	-1	1.1	1.3	97*	-5	0	8	-12	-6
CCCCn1c(-c2ccncc2)nc2c1c(=O)[nH]c(=O)n2CC(C)C	8	0.9	1	18	5	0.8	2	-8	12
COc1ccc(NC(=O)CCOc2ccccc2)c(OC)c1	1	0.3	1	-30	15	1.3	2	-7	73*
C=CCn1cc(/C=N\NC(=O)c2cc3c(ccc4ccccc43)o2)c2ccccc21	-3	0.8	1.1	62*	-14	0.4	3	-13	17
O=C(CCCN1C(=O)c2ccccc2C1=O)N1CCC(c2ccccc2)C1 (stereo unspecified)	3	0.2	1.5	67*	9	0.3	3	-18	79*
O=C1CC(c2ccc(F)c(Br)c2)C2=C(CCCC2=O)N1 (stereo unspecified)	x	0.3	1	29	x	0.7	x	x	69*
CCN(CC)CCNC1=CC(=O)OC12CCCCC2	5	x	x	x	-12	x	5	-7	x
CCOc1ccc(OCC)c(NC(=O)C2CCN(S(=O)(=O)c3cccnc3)CC2)c1	2	0.5	1.4	32	-6	0.7	6	-14	55*
